Giardia kill: Giardia lamblia killing; Giardia lamblia trophozoite viability; activity change, % at 7.66 µM, hits read low; actives 0.15% (n = 340,000); AID 540267; in the data active = activity change below about -80%;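 also: parasites exposed to compound for two days anaerobically before the ATP read; % is scaled to controls: 0 for no effect and ±100 for the full control effect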
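Anaerobic 48 hrs incubation at 37 deg C of 100 trophozoites/well with test compounds; ATPLite 1-Step luminescence, 15-30 min RT, reports cellular ATP as viability.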
hERG WT inh: KCNH2 (human, wildtype) channel inhibition. Q12809. U2OS, BacMam KCNH2, thallium flux FluxOr; active compounds read low. activity change, % at 1.84 µM. actives 0.37% (n = 340,000). AID 720551;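 active = maximum activity change below -70%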; also: % is scaled to controls: 0 for no effect and ±100 for the full control effect
Target sequence (Q12809 whole entry, looked up): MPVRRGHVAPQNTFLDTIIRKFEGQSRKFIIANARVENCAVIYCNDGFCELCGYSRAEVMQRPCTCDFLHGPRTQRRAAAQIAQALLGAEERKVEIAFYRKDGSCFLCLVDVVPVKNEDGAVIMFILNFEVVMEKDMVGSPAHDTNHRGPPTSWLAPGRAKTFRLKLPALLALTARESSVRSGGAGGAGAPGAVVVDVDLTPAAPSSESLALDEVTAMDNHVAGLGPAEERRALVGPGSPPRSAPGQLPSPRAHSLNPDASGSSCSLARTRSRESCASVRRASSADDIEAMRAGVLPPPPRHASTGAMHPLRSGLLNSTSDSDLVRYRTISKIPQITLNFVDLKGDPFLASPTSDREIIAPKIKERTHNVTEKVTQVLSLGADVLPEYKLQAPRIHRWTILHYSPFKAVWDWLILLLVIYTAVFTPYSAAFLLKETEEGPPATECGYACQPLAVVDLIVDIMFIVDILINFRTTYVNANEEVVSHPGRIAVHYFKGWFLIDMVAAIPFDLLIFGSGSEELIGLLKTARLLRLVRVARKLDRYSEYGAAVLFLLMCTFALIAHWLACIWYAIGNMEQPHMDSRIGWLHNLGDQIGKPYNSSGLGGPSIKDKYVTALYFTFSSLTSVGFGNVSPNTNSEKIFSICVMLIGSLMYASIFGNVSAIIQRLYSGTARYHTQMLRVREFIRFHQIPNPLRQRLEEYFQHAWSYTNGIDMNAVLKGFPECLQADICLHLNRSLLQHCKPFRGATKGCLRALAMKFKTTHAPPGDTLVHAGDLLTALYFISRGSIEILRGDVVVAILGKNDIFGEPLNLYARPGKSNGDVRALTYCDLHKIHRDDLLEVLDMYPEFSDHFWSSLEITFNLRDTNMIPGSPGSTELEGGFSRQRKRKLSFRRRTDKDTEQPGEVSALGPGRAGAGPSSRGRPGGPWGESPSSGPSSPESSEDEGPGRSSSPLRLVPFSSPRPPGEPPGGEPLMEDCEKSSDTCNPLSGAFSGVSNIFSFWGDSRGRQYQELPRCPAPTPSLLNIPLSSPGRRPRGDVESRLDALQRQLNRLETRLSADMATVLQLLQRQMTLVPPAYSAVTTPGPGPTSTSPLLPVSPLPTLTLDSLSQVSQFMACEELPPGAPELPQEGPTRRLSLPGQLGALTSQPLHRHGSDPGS
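U2OS cells were transduced with wild-type KCNH2 virus (2.03 x 10^8 / mL) for 4 h at room temperature, then cultured overnight at 37 C. Thallium flux was read with FluxOr dye. Rate constants were normalized to DMSO controls.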
TCR act: activates T cell receptor signaling; primary human leukocytes, anti-CD3, IL-2 HTRF, 48 h; Potency, µM (top dose mostly 9.22 µM), without a hit: at the highest dose activation of IL-2 secretion, most hits filed as activators; 330,000 tested, under 10 active; AID 504894; active = well fitted activation curve with a large enough effect; also: % of control where 0% means no effect
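IL-2 release read by HTRF sandwich (Eu cryptate donor, d2 acceptor, 665 nm emission) after 48 hr exposure of primary human leukocytes to compound together with anti-CD3 beads in the absence of co-stimulatory signals.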
* marks the source's active call; other numbers are inactive results; & = joins results of further samples; [ ] = dose if it differs, or a comment. Only part of the results is shown; the hit share may differ from the screen's.

mol,Giardia kill,hERG WT inh,TCR act
CC(OC(=O)Nc1cccc(Cl)c1)C(=O)OC1CCCCC1 (stereo not given),24.6,-31.2,-1.5%
Cc1ccc(NC(=O)CNC(=O)c2ccc(OC(F)F)cc2)cc1S(=O)(=O)N1CCCCCC1,0.6,-11.6,1.1%
CC1(c2cccc3ccccc23)OC(=O)c2ccccc21 (stereo not given),5.8,-7.2,-0.8%
C#CCOCCOCCOCCNc1nc(N2CCN(C(=O)C([C@@H](C)CC)n3cc(C(N)COC(=O)C(F)(F)F)nn3)CC2)nc(N2CCN(C(=O)[C@H](Cc3ccc(O)cc3)n3cc(C(N)[C@H](C)CC)nn3)CC2)n1 (stereo not given in full),4.8,-5.4,-1.3%
CCCCN(C(=O)c1cc(S(=O)(=O)N2CCCCC2)ccc1Cl)c1c(N)n(CCC)c(=O)[nH]c1=O,-26.6,-0.6,3.2%
Cc1ccc2c(c1)[C@H]1[C@H](CO2)[C@H](c2ccccc2)[C@]2(C)C(=O)N(C)CC(=O)N12,36.6[activator],-16.8,-1.6%
C#CCOCCOCCOCCNc1nc(N2CCN(C(=O)[C@H](CCCCN)n3cc(CN)nn3)CC2)nc(N2CCN(C(=O)[C@H](CCCCN)n3cc([C@@H](N)CC(N)=O)nn3)CC2)n1,-20.5,1.5,2.2%
O=[N+]([O-])c1ccc2c(c1)C(=NO)c1cc(Cl)c(Cl)cc1-2,-3.8,19.2,-0.4%
CC1CN(CC(=O)Nc2nc(-c3ccc(Cl)cc3)cs2)CC(C)O1 (stereo not given),1.8,-10.3,-0.2%
CCOc1ccc(C)cc1S(=O)(=O)Nc1cccnc1,-13.0,-2.5,7.3%
CC(C)(C)c1ccc(OCC(=O)O/N=C(\N)c2ccncc2)cc1,-17.0,7.6,-3.7%
COc1ccccc1C1OCC(C)(C)CO1,-6.2,1.5,-2.0%
CCN(C(=O)COC(=O)c1ccccc1Oc1ccccc1)c1c(N)n(Cc2ccccc2)c(=O)[nH]c1=O,11.5,-6.6,4.9%
C#CCOCCOCCOCCNc1nc(N2CCN(C(=O)Cn3cc(CCO)nn3)CC2)nc(N2CCN(C(=O)Cn3cc(CCO)nn3)CC2)n1,6.9,-12.0,5.4%
CCNC(=O)CC1SC(=Nc2ccc(C)c([N+](=O)[O-])c2)N(C)C1=O (stereo not given),-19.7,-1.7,-1.6%
COc1ccc(-c2nc3c(c(=O)n(C)c(=O)n3C)n2CC2CC(c3ccccc3)=NO2)cc1OC (stereo not given),-11.4,-10.6,1.6%
O=C(O)c1ccccc1C=NNc1ccccn1,4.8,22.3,2.1%
COCC1CCN(C(=O)c2ccc3oc(Cc4ccc(Cl)cc4)nc3c2)C1 (stereo not given),-1.3,1.3,-0.7%
COC(=O)c1c(C)c(OC(=O)c2c(C)cc(O)c(C=O)c2O)cc(C)c1O,-23.8,-3.1,-2.2%
COc1cc(N=Nc2ccc(C(=O)N(C)C)cc2)c(C)cc1N,-5.9,-3.2,5.6%
Cc1ccc(NC(=O)Cn2nc(C(=O)O)c3ccccc3c2=O)cc1S(=O)(=O)N1CCCCCC1,1.0,4.0,-7.6%
CCOc1ccc(OCCOCCOc2c(Cl)cccc2Cl)cc1,5.2,-2.0,1.3%
Nc1ncnc2c1ncn2C1C=C(CO)C(O)C1O (stereo not given),6.0,-17.1,0.3%
CCOC(=O)[C@@H]1[C@H]2COc3ccccc3[C@@H]2N2C(=O)N(c3cccc(F)c3)C(=O)[C@]12C,19.5,19.8,1.8%
CCCc1cc(=O)[nH]c(SC/C=C/c2ccccc2)n1,-16.0,-14.1,2.8%
Cc1ccc(C)c(NC(=S)NCCc2ccc(S(N)(=O)=O)cc2)c1,5.8,-9.0,4.9%
COCc1c(C(=O)Nc2ccc(C)c(S(=O)(=O)N3CCOCC3)c2)oc2ccccc12,-6.4,19.6,1.8%
O=C1Nc2ccc3c(c2C1=Cc1cc2c(cc1Br)OCO2)OCO3,3.5,-4.0,-12.6%
O=C(Nc1cccc(C(=O)N2CCCCC2)c1)C1CCC1,11.8,0.8,-0.1%
CCN(CC)CCN1C(=O)C(O)=C(C(=O)c2ccc(C)o2)C1c1ccccn1 (stereo not given),10.9,1.7,0.4%
CN(CCc1ccccc1)C(=O)c1ccc(NC(=O)Cc2cccc(NC(=O)C3CCN(C(=O)CCc4ccccc4)CC3)c2)cc1,-3.0,-7.0,4.7%
Cc1ccccc1S(=O)(=O)N1C[C@H]2CON(C)[C@H]2C[C@H]1c1cccc(-c2ccc(C#N)cc2)c1,8.0,-7.0,5.3%
CN(C(=O)c1cccc(NC(=O)Cc2ccc(NC(=O)C3CCCN(C(=O)c4ccccc4)C3)cc2)c1)C1CCCC1 (stereo not given),-3.9,6.7,-1.5%
COc1cccc(CNS(=O)(=O)c2ccccc2Br)c1OC,1.7,-7.7,-1.1%
Cc1ccc(OCCNC(=O)c2cccc(S(=O)(=O)N3CCN(Cc4ccccc4)CC3)c2)cc1,-1.3,-1.9,-0.6%
Cc1ccc2nc(C(Cl)(Cl)Cl)nc(N/N=C/c3ccc([N+](=O)[O-])cc3)c2c1,0.9,-1.0,3.9%
COCCCNCc1cc(C)n(-c2cc(S(=O)(=O)N3CCOCC3)ccc2N2CCCC2)c1C,-11.3,7.9,2.4%
O=C(c1ccccc1)c1ccc(Oc2ccc([N+](=O)[O-])cc2[N+](=O)[O-])cc1,-9.3,-8.7,1.8%
COc1ccccc1N1CCN(C(=O)c2ccc3ncsc3c2)CC1,6.3,10.7,0.4%
COC(=O)c1sccc1NC(=O)C12CC3CC(CC(C3)C1)C2,4.6,-17.9,-4.1%
CC(=O)c1ccc(NC(=O)C2CC2c2ccccc2)cc1 (stereo not given),2.3,1.0,4.9%
COc1ccc(OC)c(S(=O)(=O)Nc2ccccc2O)c1,0.8,1.4,2.1%
CCCCN(C(=O)CSCc1ccc(C)cc1)c1c(N)n(Cc2ccccc2)c(=O)[nH]c1=O,-10.3,2.2,-8.7%
O=C(O)/C=C/c1ccc(Cn2ccnc2)cc1,2.7&14.0,3.9&-4.3,-8.9%&8.2%
O=C(NC1CCOC1=O)c1ccccc1 (stereo not given),3.8,3.6,-3.8%
CCOC(=O)c1cc2c(c(-c3ccccc3)n1)[C@@H](CCO)N(S(=O)(=O)C(C)(C)C)C2,-3.2,7.0,-1.7%
Cc1cccc(-n2c(-c3ccc(Br)o3)n[nH]c2=S)c1,19.8,2.2,1.6%
O=C(NCCc1ccccc1)[C@@H]1CC=C[C@@H]2CCN(Cc3ccccc3)C(=O)[C@@H]21,-12.2,-10.0,-0.9%
O=S(=O)(N/N=C1/CC(c2ccccc2)Oc2ccccc21)c1ccccc1 (stereo not given),10.6,4.8,-8.2%
O=C1C[C@@H]2c3c(cccc3CN1Cc1ccccc1Cl)C[C@@H](O)[C@H]2O,10.5,6.0,-0.6%
COc1cc2c(cc1OC)-c1nnc(-c3cccs3)n1C(C)(C)C2,16.1,9.1,-4.0%
COc1ccc(Br)cc1CN1CCN(c2ncccn2)CC1,14.8,5.2,-6.4%
CC(=O)c1sc2c(c1OC(=O)c1ccc(Cl)cc1)c(=O)n(-c1ccccc1)c(=S)n2-c1ccccc1,25.0,17.9,-4.1%
CN(C)CC1CCC/C(=C\c2ccc(OC(=O)c3ccc(Cl)cc3)cc2)C1=O (stereo not given),10.1,14.7,-3.0%
CN(C)C(=S)NC(=S)Nc1ccc2ccccc2c1,-2.1,-0.3,1.1%
O=S(=O)(CCN1CCCC1)NCCNS(=O)(=O)c1ccc(F)cc1Br,34.4[activator],-7.3,3.6%
COc1ccc2c(c1)c(C(C)=O)c(C)n2-c1ccccc1OC,-3.0,3.6,-8.2%
COc1ccc(CN(C)C(=O)CNC(=O)c2sc3ccccc3c2Cl)c(OC)c1OC,2.5,4.4,1.3%
COc1ccc(Nc2c[nH]c(=O)[nH]c2=O)cc1,-12.2,45.4,8.7%
C[C@H]1C=C(C(=O)NCc2nc3ccccc3[nH]2)O[C@@H](OCCCCO)C1,10.2,22.7,-4.0%

A stretch taken from the entries so far:
mol,Giardia kill,hERG WT inh,TCR act
Cc1ccc(NC(=O)Cn2nc(C(=O)O)c3ccccc3c2=O)cc1S(=O)(=O)N1CCCCCC1,1.0,4.0,-7.6%
CCOc1ccc(OCCOCCOc2c(Cl)cccc2Cl)cc1,5.2,-2.0,1.3%
Nc1ncnc2c1ncn2C1C=C(CO)C(O)C1O (stereo not given),6.0,-17.1,0.3%
CCOC(=O)[C@@H]1[C@H]2COc3ccccc3[C@@H]2N2C(=O)N(c3cccc(F)c3)C(=O)[C@]12C,19.5,19.8,1.8%
CCCc1cc(=O)[nH]c(SC/C=C/c2ccccc2)n1,-16.0,-14.1,2.8%
Cc1ccc(C)c(NC(=S)NCCc2ccc(S(N)(=O)=O)cc2)c1,5.8,-9.0,4.9%
COCc1c(C(=O)Nc2ccc(C)c(S(=O)(=O)N3CCOCC3)c2)oc2ccccc12,-6.4,19.6,1.8%
O=C1Nc2ccc3c(c2C1=Cc1cc2c(cc1Br)OCO2)OCO3,3.5,-4.0,-12.6%
O=C(Nc1cccc(C(=O)N2CCCCC2)c1)C1CCC1,11.8,0.8,-0.1%
CCN(CC)CCN1C(=O)C(O)=C(C(=O)c2ccc(C)o2)C1c1ccccn1 (stereo not given),10.9,1.7,0.4%
CN(CCc1ccccc1)C(=O)c1ccc(NC(=O)Cc2cccc(NC(=O)C3CCN(C(=O)CCc4ccccc4)CC3)c2)cc1,-3.0,-7.0,4.7%

New compounds follow
mol,Giardia kill,hERG WT inh,TCR act
COc1ccc(S(=O)(=O)N2CCC(C(N)=O)CC2)cc1,3.3,32.7,6.3%
Cc1cc(C)c(C)c(S(=O)(=O)N2CCC(C(=O)N3CCN(c4ccc(F)cc4)CC3)CC2)c1C,18.2,0.0,-4.3%
O=C(c1ccc(-c2ccccc2Cl)s1)N1CCOCC1,-23.1,-24.1,9.9%
Cc1ccc(NC2C(=O)NC(=O)NC2=O)cc1,35.5[activator],-0.1,-12.7%
CCOC(=O)C1CCCN(C(=O)Cn2ncc3c(=O)oc4ccc(C)cc4c32)C1 (stereo not given),12.7,2.1,3.1%
Cc1nn2c(CN(C(=O)c3ccco3)c3ccccc3)nnc2c2ccccc12,-0.1,8.5,-0.1%
O=C(NCc1cccc(C(F)(F)F)c1)C1CC(c2ccccc2F)=NO1 (stereo not given),-0.6,-6.2,9.8%
Cn1c(=O)c2[nH]c(CN3CCCCC3)nc2n(C)c1=O,6.2,-1.1,-0.4%
O=C1CC2(CCOCC2)Oc2ccc3ccccc3c21,8.8,-6.2,-5.6%
CC(=O)N1CCC(C(=O)N2CCN(S(=O)(=O)c3ccc(Cl)s3)CC2)CC1,1.5,17.2,1.5%
NC(=O)C12C(=O)NC(=O)C1(C(=O)O)C21CCCC1 (stereo not given),-11.3,10.4,-4.7%
O=C(O)C1(Nc2ccc(Cl)cc2)CCCC1,17.2,4.3,-13.8%
Cc1ccc2c(c1)C(=C(C#N)C#N)CCN2,14.7,8.9,-2.0%
COC(=O)C1=C(C(=O)OC)[C@@H]2N(C)c3ccc(OC)cc3[C@@]23C[C@@H](C(=O)OC)N(C(=O)NC2CCCCC2)C3=N1,17.9,16.7,-8.0%
Cc1ccc(C2=NOC(C)(c3nnc(Cc4ccccc4)o3)C2)cc1 (stereo not given),-23.7,-0.5,13.3%
COc1ccc(/C=C/c2cc(O)cc(OC3OC(CO)C(O)C(O)C3O)c2)cc1 (stereo not given),-13.1,5.6,3.0%
CC(C)[C@H](NC(=O)OCc1ccccc1)C(=O)OCC(=O)N1CCCCC1,10.7,-3.4,-4.3%
Cc1ccc(NC(=O)CSCC(=O)Nc2cc(S(=O)(=O)N3CCOCC3)ccc2OC(C)C)cc1,-1.7,6.3,0.6%
CC1C(=O)NN=C1c1ccc([N+](=O)[O-])cc1 (stereo not given),5.2,-1.9,5.1%
COc1ccc(Cl)cc1C=CC=NNS(=O)(=O)c1ccc(C)cc1,0.6,27.5,-4.8%

Screens as filed in PubChem.
